aSyn tox rescue: inhibitors of alpha-synuclein toxicity in yeast; S. cerevisiae alpha-synuclein toxicity rescue, BacTiter-Glo growth, 24 h; Potency, µM (doses to about 46.1 µM), inactives show at the top dose growth rescue (activation), most hits filed as activators; 94,000 tested, 0.02% active; AID 1347070; active = well fitted activation curve with a large enough effect; inconclusive = small, poorly fitted or top-dose-only effect; also: 0% is about no effect
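Growth restoration measured by BacTiter-Glo luminescence after 24 hr at 30 deg C; alpha-synuclein yeast, raffinose-pregrown to mid-log, were added at OD600=0.02 in galactose medium onto pinned compounds.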
* = called active by the depositor; ? = inconclusive; & = joins results of further samples. Potency is read from the fitted curve at half-maximal effect. Not all compounds are listed; rates above refer to the full screens.

A first look (two entries):
SMILES	aSyn tox rescue
COc1ccccc1OCC(=O)Nc1ccc(C(=O)Nc2ccccc2C(=O)O)cc1	4.8%
COc1ccccc1CNCc1ccc2c(c1)OCO2	13.2%

The list itself, from the first entry:
SMILES	aSyn tox rescue
COc1ccccc1OCC(=O)Nc1ccc(C(=O)Nc2ccccc2C(=O)O)cc1	4.8%
COc1ccccc1CNCc1ccc2c(c1)OCO2	13.2%
COc1cccc(NC(=O)CCSc2nc(-c3ccco3)cc(C(F)(F)F)n2)c1	?
CCOc1ccccc1NC(=O)C1CCN(S(=O)(=O)c2cccs2)CC1	0.4%
O=C(Nc1cc(Cl)cc(Cl)c1)c1ccc(F)c(S(=O)(=O)NCc2ccccc2Cl)c1	13.5%
O=C(O)CCC(=O)Nc1ccc(-n2ccc(C(F)(F)F)n2)cc1	1.9%
Cc1ccc2oc(=O)c3cnn(CC(=O)N4CCN(c5cc(Cl)ccc5C)CC4)c3c2c1	-0.1%
NC(=O)CSc1nnc(-c2ccccc2Br)n1-c1cccc(C(F)(F)F)c1	-1.6%
N#Cc1nc(COc2ccc(Br)cc2)oc1N1CCCCCC1	3.9%
Cc1ccc2c(c1)-c1nc(-c3ccc4c(c3)NC(=O)CO4)cc(-c3ccccc3)c1CO2	4.4%
Cc1ccc(C)c(NC(=O)CSc2nc(=O)n(Cc3ccccn3)c3c2CCC3)c1	2.7%
COc1ccc(NC(=O)Nc2c[nH]c(=O)[nH]c2=O)c(OC)c1	6.0%
CCS(=O)(=O)N1CCC(n2c(C(F)(F)F)nc3cccnc32)CC1	5.1%
CCOc1ccc(OCC)c(NC(=O)c2csc3c2CCCC3)c1	6.9%
Cc1c(Cl)cccc1NC(=O)c1ncoc1-c1ccco1	-7.7%

Random excerpt: three entries already listed, in no set order.
SMILES	aSyn tox rescue
Cc1ccc(C)c(NC(=O)CSc2nc(=O)n(Cc3ccccn3)c3c2CCC3)c1	2.7%
CCS(=O)(=O)N1CCC(n2c(C(F)(F)F)nc3cccnc32)CC1	5.1%
COc1cccc(NC(=O)CCSc2nc(-c3ccco3)cc(C(F)(F)F)n2)c1	?

More records.
SMILES	aSyn tox rescue
COC(=O)c1ccccc1NC(=O)CSc1nc(-c2ccccc2)cc(C(F)(F)F)n1	6.3%
COc1ccc(S(=O)(=O)N2CCC(Oc3ccc(-n4cnnn4)cc3)CC2)cc1OC	4.9%
Cc1ccc(NC(=O)Nc2ccc(S(N)(=O)=O)cc2)cc1	-1.4%
CCc1nc(NC(C)(C)C)c2cnn(-c3ccccc3)c2n1	16.6%
COc1cc(C(C)=O)ccc1OCC(=O)Nc1ccc(S(=O)(=O)N2CCCCC2)cc1	8.7%
Cc1cc2ccccn2c1C(=O)c1cc([N+](=O)[O-])cc([N+](=O)[O-])c1	-3.4%
CSc1nnc2[nH]c(=O)cc(C)n12	-4.5%
CCC1NC(=O)c2cc3ccccc3cc2-n2c1nc1cc(OC)c(OC)cc1c2=O (stereo not given)	9.1%
Cc1c(C(=O)NCc2ccccc2Cl)sc2nc(-c3ccc(F)cc3)cn12	-7.8%
Cc1cc(F)ccc1NC(=O)c1sc2nc(-c3cccs3)ccc2c1N	9.8%
CCCCCNC(=O)c1ccc2c(c1)nc(C)n2-c1cccc(C)c1	-10.7%
Cc1cc(C(=O)N2CCc3ccccc32)ccc1[N+](=O)[O-]	6.0%
COc1ccc(NC(=O)CCNS(=O)(=O)c2cc(Br)ccc2Br)cc1S(N)(=O)=O	6.8%
COc1ccccc1OCCn1cc(C(=O)O)c2ccccc21	0.7%
CCN(CCn1cccn1)C(=O)c1ccc(OC2CCN(C(=O)CCOC)CC2)cc1	-1.5%
O=C(Cn1cc(SCc2ccc(C(F)(F)F)cc2)c2ccccc21)N1CCCCC1	0.1%
O=C(CSc1nc2c([nH]c3ccccc32)c(=O)n1-c1ccccc1F)Nc1cccc(Cl)c1	17.0%
COc1ccc(NC(=O)CCn2cnnn2)cc1	1.9%
CC(=O)N1CCOC12CCN(Cc1ccccc1)CC2	2.3%
CCCCN1C(=O)C(CC(=O)NCc2cccc3ccccc23)CC(C(=O)N(C)C)=C1C (stereo not given)	-2.0%
O=C(Nc1nnc(-c2ccco2)o1)c1ccc(S(=O)(=O)N2CCCCC2)cc1	3.8%
COc1c2c(c(C)c3c1C(=O)OC3)O[C@@]1(C)CC[C@@]3(O)C(C)(C)OC(=O)CC[C@]3(C)[C@H]1C2	12.1%
Cc1ccccc1Cn1c2ccccc2c2cnn(CC(=O)NC3CCC(C)CC3)c(=O)c21 (stereo not given)	-0.9%
Cn1c(C(=O)NCc2ccccc2Cl)cc2sc(Cl)cc21	0.2%
COc1ccccc1N1CCN(S(=O)(=O)c2ccc3c(c2)oc(=O)n3C)CC1	7.7%&3.5%
CC(C)n1nnnc1SCC(=O)Nc1ccccc1F	0.9%
CCOc1ccc(C(=O)NCCS(=O)(=O)N2CCN(c3ccccc3F)CC2)cc1OCC	-4.6%
Cc1nnc(N2CCC(C(=O)NCCc3ccccc3Cl)CC2)c2nn(-c3ccccc3)c(C)c12	-1.6%
O=C(Cn1cnc2c(nnn2Cc2ccc(F)cc2)c1=O)Nc1ccccc1	6.0%
Cc1ccc(C(=O)N2CCN(S(=O)(=O)c3ccc(C)c([N+](=O)[O-])c3)C2)cc1	-9.7%

Four of the compounds above, field by field:
> O=C(Cn1cnc2c(nnn2Cc2ccc(F)cc2)c1=O)Nc1ccccc1
  aSyn tox rescue = 6.0%
> O=C(CSc1nc2c([nH]c3ccccc32)c(=O)n1-c1ccccc1F)Nc1cccc(Cl)c1
  aSyn tox rescue = 17.0%
> CCCCN1C(=O)C(CC(=O)NCc2cccc3ccccc23)CC(C(=O)N(C)C)=C1C (stereo not given)
  aSyn tox rescue = -2.0%
> Cn1c(C(=O)NCc2ccccc2Cl)cc2sc(Cl)cc21
  aSyn tox rescue = 0.2%

Carrying on.
SMILES	aSyn tox rescue
CCn1c(=O)c2sccc2n2c(CCCC(=O)N3CCN(c4ccc(OC)cc4)CC3)nnc12	2.9%
CCn1c2c(c(=O)n3ncc(C(=O)Nc4ccc(C(=O)OC)cc4)c13)CN(Cc1ccc(OC)cc1)CC2	6.2%
CCc1ccc(C(=O)NNC(=O)c2cccc(S(=O)(=O)N3CCN(C)CC3)c2)cc1	-8.4%
CCOc1ccc(-n2c(=O)c3c4c(sc3n(CC(=O)NC(C)CC)c2=O)CCCC4)cc1 (stereo not given)	-1.3%
CCc1ccc2occ(CC(=O)Nc3c(C(=O)c4ccc(C)cc4)oc4ccccc34)c2c1	-0.1%
Cn1cc(C=O)c(-c2ccc3c(c2)OCCCO3)n1	-6.1%
CCn1c(SC)nnc1-c1nn(-c2ccccc2)ccc1=O	3.7%
CCCCN(CC)CCCNC(=O)Cn1ncc2c([nH]c3ccc(C)cc32)c1=O	0.5%
CCOc1ccc(CCNC(=O)c2nn(-c3ccc(OC)c(Cl)c3)c(=O)c3c2c2ccccc2n3C)cc1OCC	-7.7%
O=C(OCC(=O)N1CCc2ccccc21)c1ccccc1F	5.7%
CCOC(=O)c1cc(-c2ccccc2)n(CCC(=O)Nc2ccc(OC)c(Cl)c2)c1C	-9.0%
Cc1cccn2cc(CCNS(=O)(=O)c3ccc4c(c3)OCCO4)nc12	-6.7%
Oc1ccc(NCc2ccc(OCc3ccccc3Cl)cc2)cc1	-6.3%
O=C(Nc1ccc([N+](=O)[O-])cc1)c1cccc([N+](=O)[O-])c1	-3.2%
CCN(CC)S(=O)(=O)c1ccc(-n2cnc3cc(C)c(C)cc32)nc1	-11.6%
CCOC(=O)c1noc2ncnc(N3CCN(c4ccccc4OC)CC3)c12	-1.6%
COc1ccc(C)c2sc(=NC(=O)c3ccccc3)n(C)c12	3.5%
CC1(C)CN(Cc2ccccc2)C(=O)[C@H]1CC(=O)Nc1ccc(Br)cc1	5.5%
Cc1cccc(CN2C(=O)CC(c3ccc(Cl)cc3)c3c(C)nn(-c4nc(C)cc(C)n4)c32)c1 (stereo not given)	6.4%
CC1CC(C)(C)N(C(=O)CN2C(=O)CCC2=O)c2ccccc21 (stereo not given)	-3.9%
Fc1ccc(CNc2nc3c(-c4ccc(F)cc4)nnn3c3ccccc23)cc1	0.8%
O=C(N/N=C/c1cccc(Br)c1)c1ccc(Cn2cc(Br)cn2)o1	-11.2%
COc1ccc(-c2cc3nc(C)c(CCC(=O)N4CCN(c5ccccc5F)CC4)c(C)n3n2)c(OC)c1	28.5%
CCCn1cnc2cc(NCc3ccc(OC)cc3OC)ccc21	2.1%
Cc1nc2ccn(Cc3ccco3)c(=O)c2cc1C(=O)NCc1ccccc1F	1.8%
COc1ccccc1N1CCN(C(=O)c2oc3ccc(Br)cc3c2C)CC1	10.0%
CC(OC(=O)CCN=C1NS(=O)(=O)c2ccccc21)C(=O)Nc1ccccc1F (stereo not given)	7.0%
CCOCCCNC(=O)C(c1ccccc1)N(Cc1ccc2c(c1)OCO2)C(=O)c1ccccc1O (stereo not given)	7.5%
Cc1ccc(C(=O)OCC(=O)Nc2ccc3[nH]c(=O)[nH]c3c2)o1	-7.9%
COc1ccc(-c2c(C)nn3c(-c4ccccc4)cc(C)nc23)cc1OC	-8.3%
CCCCCCN1C[C@@H](n2cc(-c3ccc(F)cc3)nn2)[C@H](O)C[C@@H]1c1ccccc1	12.3%
O=C(Nc1ccc(F)c(Cl)c1)c1ccc2c(Cl)c3c(nc2c1)CCCC3	-3.2%
COc1cccc(/C=N/NC(=O)c2nnn(-c3nonc3N)c2CN(C)C2CCCCC2)c1	10.3%
O=C(O)CCC(=O)NN1C(=O)c2ccccc2NC1c1ccc(F)cc1 (stereo not given)	0.2%
Cc1ccc2nc(SCc3nc(-c4ccccc4C)no3)[nH]c2c1	5.0%
O[C@H]1CN(Cc2cccs2)[C@@H](c2ccccc2)C[C@@H]1n1cc(C2CC2)nn1	-8.2%
CC(=O)NNC(=S)NCCc1ccccc1	-5.8%
CCc1ccccc1NC(=O)c1cc(-c2ccco2)on1	3.7%
COc1ccccc1N1CCN(C(CNC(=O)C(=O)NCc2ccc(F)cc2)c2cccnc2)CC1 (stereo not given)	-1.4%
CCOc1ccc(C2C(=O)N(C3CCCCCC3)CC(=O)N2Cc2ccc(C)cc2)cc1OC (stereo not given)	-0.5%
CCCCN(Cc1ccco1)C(=O)c1cc2c(=O)[nH]c3ccc(C)cc3c2s1	3.9%
Cn1c2c(c(O)c(-c3ccccc3)c1=O)C(=O)CC(C)(C)C2	3.2%
Cc1onc(-c2ccccc2)c1C(=O)NC1CCCCC1C (stereo not given)	6.2%
COc1ccccc1N=c1scc(-c2ccc(S(=O)(=O)N3CCCC3)cc2)n1C	1.3%
O=C(NCCc1ccccc1)C(=O)NCC1OCCN1S(=O)(=O)c1ccccc1 (stereo not given)	8.7%
CN(CC(=O)Nc1ccc(F)cc1)C(=O)COC(=O)CNC(=O)c1sc2ccccc2c1Cl	8.3%
Cc1cc(C)c(/C=C/c2onc(C)c2S(=O)(=O)N2CCC(C(=O)Nc3cccc(C)c3C)CC2)c(C)c1	14.2%
COc1cc(NC(=O)Cn2nc(C(F)(F)F)c3c2CCCC3)cc(OC)c1OC	-1.2%
COc1ccccc1N1CCN(S(=O)(=O)c2ccc3c(c2)NC(=O)C(C)C(=O)N3)CC1 (stereo not given)	-1.5%
CC(C)(C)c1ccc(C(=O)N2CCN(c3nc4ccccc4o3)CC2)cc1	6.8%
Cc1ccc(/C=C(\C#N)C(=O)Nc2cccc(Cl)c2)o1	-3.4%
N#C/C(=C(/O)COC(=O)COc1cccc(Br)c1)c1nc2ccccc2[nH]1	-3.3%
Cc1ccc(-c2nc(CS(=O)CC(=O)N3CCN(c4ccc(Cl)cc4)CC3)c(C)o2)cc1 (stereo not given)	26.0%
CNC(=O)c1ccc(NC(=O)Cc2ccc(S(=O)(=O)N3CCOCC3)s2)cc1	2.6%
CNS(=O)(=O)c1cn(CC(=O)N2CCN(c3cccc(Cl)c3)CC2)cc1S(=O)(=O)NC	-8.3%
C=CCc1ccccc1OCCSc1nc(-c2ccccc2F)nc2cc(=O)[nH]n12	-8.8%
COc1ccc(NC(=O)CSc2c3c(nc4ccccc24)CCC3)c(OC)c1	2.1%&-0.9%
CCOc1ccc(Nc2c(S(=O)(=O)c3ccccc3)cnc3ccccc23)cc1	7.2%
COc1ccc(-c2nc(CS(=O)CC(=O)NCCc3ccc(Cl)cc3)c(C)o2)cc1OC (stereo not given)	5.0%
CCCCCNC(=O)c1cccc(S(=O)(=O)N2CC3(C)CC2CC(C)(C)C3)c1 (stereo not given)	-2.8%

Continued:
SMILES	aSyn tox rescue
Cc1ccc(CN(Cc2ccco2)C(=O)COc2ccc(Cl)cc2)o1	23.1%
COc1ccc(NC(=O)c2sc3nc4c(cc3c2N)CCCCCC4)c(OC)c1	3.1%
CCCCSCCCNC(=O)C1CCC(CNS(=O)(=O)c2ccccc2)CC1 (stereo not given)	-10.1%
O=C1CCCc2cc(S(=O)(=O)N3CCCC(C(=O)Nc4ccc(F)c(Cl)c4)C3)ccc2N1 (stereo not given)	1.6%
CCNC(=O)NC1c2ccccc2CSc2ccccc21 (stereo not given)	0.7%
CCOc1ccc(-n2c(C)c(C(=O)OC)c3cc(O)ccc32)cc1	-4.6%
COc1ccc(CN(C)C(=O)c2[nH]c(C)c(C(C)=O)c2C)cc1F	0.5%
COc1ccc(CCNC(=O)c2cc(S(=O)(=O)N3CCCC3)cn2C)cc1OC	6.2%
CCCCN(C)CCCNC(=O)c1ccc2nc(N3CCCCC3)sc2c1	4.2%
CC(C)C(NC(=O)c1ccc(C(C)(C)C)cc1)C(=O)NCC(c1ccccc1)N(C)C (stereo not given)	-18.5%
Cc1csc(=O)n1CC(=O)OCC(=O)N(CC(C)C)c1c(N)n(Cc2ccccc2)c(=O)[nH]c1=O	1.4%
COc1ccccc1CNC(=O)c1cnn2c(C)c(Cc3ccc(F)cc3)c(C)nc12	0.9%
COc1ccc(NC(=O)CN(Cc2ccccc2)S(=O)(=O)c2ccc(C)cc2)cc1Cl	-5.5%
COc1cccc(NC(=O)Cn2cc(C(=O)c3ccc(C)cc3)c(=O)c3cc(OC)ccc32)c1	4.9%

Bioassay records: PubChem, National Center for Advancing Translational Sciences (NCATS)
